RMI-FANCM inh: RMI-FANCM interaction inhibition; Fluorescence polarization, RMI core complex with F-MM2 peptide; active compounds read low; FP signal (polarization) at 33 µM; 70,000 tested, 0.58% active; in the data active means FP signal below about 40; further: inactives centre near 61; strong numbers were not always called active; unit not given here
The depositor's hits bear a star; & = joins results of further samples. These rows are one share of the data, so the mix of outcomes need not match the whole.

RMI-FANCM inh	structure
65	O=C(CC1C(=O)NCCN1C(=S)NC(=O)c1cccc([N+](=O)[O-])c1)OCC1CCCO1 (configuration not stated)
58	O=C(CCc1nc(-c2ccc(Cl)cc2)no1)NNC(=S)NCC1CCCO1 (configuration not stated)
76	COCCN1CCC(CNC(=O)C(=O)Nc2cc(C)ccc2OC)CC1
55	NCCCC(N)C(=O)O (configuration not stated)
58	CCOc1ccc(NC(=S)NCc2ccccc2)cc1
58	N#CCC(=O)N/N=C\c1ccc(-c2cc(C(F)(F)F)cc(C(F)(F)F)c2)o1
65	CC(=O)Oc1ccc(N(C(C)=O)S(=O)(=O)c2cccs2)cc1
66	O=S(=O)(Cc1ccccc1)NCCN1CCN(c2ccc(F)cc2)CC1
55	O=C(COc1ccccc1OC(=O)c1ccc(Cl)cc1)NCc1ccccc1Cl
57&54	CN(NC(=O)c1ccncc1Cl)c1cnc2ccccc2n1
70	Cc1ccc(NC(=O)NCCOc2ccc3nnc(-c4ccccc4)n3n2)cc1F
64	Cc1nc(CCn2cnc3cc(C)c(C)cc32)no1
52	CC(C)(C)c1cc(C(=O)CSc2nnc(Nc3ccccc3)n2-c2ccccc2)cc(C(C)(C)C)c1O
56	Nc1c(C(=O)NNC(=S)Nc2ccc(Cl)cc2)cnn1-c1ccccc1
64	Cc1cc(NC(=O)c2ccnn2C)n(-c2nc3c(F)cccc3s2)n1
70	O=C(CCCS(=O)(=O)c1ccccc1)Nc1nc2cc3c(cc2s1)OCO3
51	CN(C)C(CNS(=O)(=O)c1ccc(Cl)cc1)c1ccco1 (configuration not stated)
76	NC(=O)C1CCN(C(=O)Cc2csc(NC(=O)c3ccc[nH]c3=O)n2)CC1
68	Cc1ccc2c(c1)N(C)C(=O)c1cc(N)ccc1O2
62	CCOc1ccc(-c2cc(=O)n(CC(=O)N3CCN(Cc4ccccc4)CC3)cn2)cc1
62	OCC1CCCN1C(=S)Nc1ccccc1 (configuration not stated)
62	CCOC(=O)c1cnc(C(F)(F)F)nc1NNC(=O)c1ccno1
59	c1nc2sc3c(c2c2nnnn12)CCC3
64	CC(C)CNC(=O)CC1CSc2nc(C(C)C)cc(=O)n21 (configuration not stated)
57	CC(=O)O[C@@H]1CC2C(C)(C)[C@H](O)CC[C@]2(C)C2CC[C@@]3(C)[C@H](c4ccoc4)OC(=O)C4OC43[C@@]21C (some centres not stated)
45	Cn1c(/C(C#N)=C/Nc2ccccn2)nc2ccccc21
57	O=C1c2ccccc2S(=O)(=O)N1CC(O)COc1ccc(Cl)cc1Cl (configuration not stated)
60	Cc1ccc(NC(=O)Cn2nc(C3CCCN(S(C)(=O)=O)C3)n(C)c2=O)c(C)c1 (configuration not stated)
54	O=C1NC(=O)C(c2ccccc2)(C2CCC2)N1 (configuration not stated)
61	CCCN1CCCc2cc(CCNC(=O)c3ccco3)ccc21
60	CC(=O)CC(=O)c1c(C)[nH]n(-c2ccccc2)c1=O
61	O=C(O)c1ccc(NCCCO)c([N+](=O)[O-])c1
54	CCOC(=O)CNC(=O)CSc1nc2ccccc2s1
58	Cc1ccn(-c2ccc(N3CCN(S(=O)(=O)c4ccccc4Cl)CC3)nn2)n1
56	N/C(=N/OC(=O)C(Cl)Cl)c1cccc(-n2cccc2)c1
64	Cn1cccc1C(CNC(=O)c1cccs1)N1CCCC1 (configuration not stated)
61	c1ccn2cc(C34CC5CC(CC(C5)C3)C4)nc2c1
75	CCc1nc(SCC(=O)c2ccc3c(c2)OCO3)c2c3c(sc2n1)CCC3
51	CC(NCc1ccccc1)c1ccccc1O (configuration not stated)
54	COCC(=O)C(C=Nc1ccc(Cl)cc1Cl)C(=O)OC (configuration not stated)

Part of the list above in order of SMILES length, low to high.
RMI-FANCM inh	structure
51	CC(NCc1ccccc1)c1ccccc1O (configuration not stated)
54	CCOC(=O)CNC(=O)CSc1nc2ccccc2s1
61	c1ccn2cc(C34CC5CC(CC(C5)C3)C4)nc2c1
60	CC(=O)CC(=O)c1c(C)[nH]n(-c2ccccc2)c1=O
56	N/C(=N/OC(=O)C(Cl)Cl)c1cccc(-n2cccc2)c1
75	CCc1nc(SCC(=O)c2ccc3c(c2)OCO3)c2c3c(sc2n1)CCC3
58	Cc1ccn(-c2ccc(N3CCN(S(=O)(=O)c4ccccc4Cl)CC3)nn2)n1

Following part.
RMI-FANCM inh	structure
60	O=S(=O)(c1ccccc1)c1cnc2ccccc2c1N1CCN(c2ccc(Cl)cc2)CC1
55	Cc1ccc(C)c(NC(=S)NNc2nc(N3CCCC3)nc(N3CCCC3)n2)c1
98	CC(C)c1ccc(CC(=O)N(Cc2cccnc2)c2nc3ccc(F)cc3s2)cc1
63	O=C(Nc1ccc2c(c1)OCCO2)C1(c2cccs2)CCCC1
74	O=C(Cn1cnc(-c2ccc(F)cc2)cc1=O)N1CCc2ccccc21
63	Cc1cc(C)c2c(N)c(-c3nnc(SCc4ccc([N+](=O)[O-])cc4)n3C)sc2n1
56	CC1CC(=O)Nc2ccccc2N1S(=O)(=O)c1ccc(C#N)cc1 (configuration not stated)
51	NC1=CC(=O)c2ccccc2C1=O
111	O=C(CCc1nc2sc3c(c2c(=O)[nH]1)CCCCC3)NCc1cccs1
83	O=C(Nc1ccc2scnc2c1)c1nc2ccccc2s1
89	O=c1c2cc(-c3ccc(F)cc3)nn2ccn1Cc1nc(-c2cccc(C(F)(F)F)c2)no1
57	CCOC(=O)C1=C(N)C(=O)N(c2ccccc2)C1
60	CCc1c(C)c(C#N)c2nc3ccccc3n2c1NCC1CCCO1 (configuration not stated)
55	O=[N+]([O-])c1cccc(S(=O)(=O)Nc2ccc3c(c2)CCCN3S(=O)(=O)c2ccccc2)c1
-14	O=[N+]([O-])c1ccc(N2CCN(C(=S)Nc3ccc(OC(F)F)cc3)CC2)cc1
62	O=C(c1cc(Cl)ccc1Cl)N1CCN(c2ccc3nnc(C4CC4)n3n2)CC1
60	O=[N+]([O-])c1ccc2c(c1)c(CO)cn2Cc1ccccc1
59	O=C(Cc1csc(SCc2ccc(F)cc2)n1)NCCc1c[nH]c2ccccc12
65	CCN1C(=O)C(C)(C)COc2ccc(NS(=O)(=O)c3ccc4ccccc4c3)cc21
170	CCN(CC)c1ccc2cc(C(C)=O)c(=O)oc2c1
22*	O=C(O)c1cc(O)c2c(c1)[C@@H]([C@H]1c3cc(C(=O)O)cc(O)c3C(=O)c3c(O[C@H]4O[C@H](CO)[C@@H](O)[C@H](O)[C@H]4O)cccc31)c1cccc(O[C@H]3O[C@H](CO)[C@@H](O)[C@H](O)[C@H]3O)c1C2=O
92	Cc1nc2c(=O)n(CC(=O)Nc3ccc(Cl)cc3)nc(-c3ccccc3)c2s1
59	Cc1c(NCN2C(=O)CCC2=O)cc2c(c1[N+](=O)[O-])C(C)(C)CC2(C)C
54	COc1cccc2cc(C(=O)N3CCN=C3c3ccccc3)c(=O)oc12
58	O=S(=O)(c1cccc(C(F)(F)F)c1)N1CCC(C(c2ccccc2)c2ccccc2)CC1
63	O=C(Cn1nc(-c2ccc(F)cc2)c2sc(N3CCCC3)nc2c1=O)N1CCCc2ccccc21
61	CCCCOc1ccc(C(=O)NCCc2csc(C)n2)cc1
56&57	C#CCCCCCCCCCCCC(O)CC(O)COC(C)=O (configuration not stated)
63	O=C(/C=C/c1ccc([N+](=O)[O-])s1)Nc1cccc(-c2nc3ccccc3[nH]2)c1
64	C=CCNC(=O)CSc1nc(C)c(CC)c(=O)[nH]1
65	O=C(CSc1cc(C(F)(F)F)c2cc3c(cc2n1)OCO3)N1CCOCC1
66	CCC(CO)NCC(O)Cn1c2c(c3cc(C)ccc31)CCCC2 (configuration not stated)
78	COc1ccc(-c2cc(-c3ccc(C)c(C)c3)nc3sc(C(=O)Nc4nsc(-c5ccc(Cl)cc5)n4)c(N)c23)cc1
59	O=C(N/N=C\c1ccc(Br)cc1)c1ccccc1O
68	O=C(NCCCn1nc(-c2ccco2)ccc1=O)Nc1ccc(OC(F)(F)F)cc1
66	O=C(Nc1nc(-c2ccc(F)cc2)cs1)c1cccc(Cl)c1
48	C[C@]1(OC(=O)/C=C/c2ccccc2)C[C@@H](O)[C@]2(O)C=CO[C@@H](O[C@@H]3O[C@H](CO)[C@@H](O)[C@H](O)[C@H]3O)[C@@H]21
66	CCN1C(=O)C(C)(C)COc2ccc(NC(=O)COc3ccc(Cl)cc3Cl)cc21
56&54	COC(=O)c1cc([N+](=O)[O-])ccc1-n1cccc1
68	COC(=O)Cn1c(=NC(=O)c2ccc(S(=O)(=O)N3CCCc4ccccc43)cc2)sc2ccccc21
54	COC(OC)(C(C#N)c1ccccc1)C(F)(F)F (configuration not stated)
60	Cc1cc(OC(=O)c2cc(Br)ccc2Cl)c([N+](=O)[O-])c(=O)[nH]1
59	O=C(NCCSc1ncc(-c2ccccc2)[nH]1)C(=O)Nc1ccc(Cl)cc1
56	CC(=O)N1CCc2c(sc(NC(=O)CCSc3ccc(C)cc3)c2C(N)=O)C1
43	COC(=O)CNC(=O)c1nc(SC)ncc1Cl
61	Cn1c(NC(=O)c2ccc(S(=O)(=O)N3CCOCC3)cc2)cc(=O)n(C)c1=O
52	Fc1cccc(CSCc2c(F)cccc2Cl)c1
48	CCOC(=O)c1cc(=O)c2ccc(OC(=O)c3cccnc3Oc3ccccc3)cc2o1
84	COC(=O)c1ccc2c(=O)n(CCCC(=O)N3CCN(c4ccccc4F)CC3)c(=S)[nH]c2c1
43	On1c(-c2ccccc2)c(C(c2ccc(Cl)cc2)N2CCOCC2)c2ccccc21 (configuration not stated)

(continued)
RMI-FANCM inh	structure
60	CC(C)c1ccc(NC(=O)NC2CC(=O)N(c3cccc(F)c3)C2)cc1 (configuration not stated)
59	COc1ccc(OCC(O)CNS(=O)(=O)c2cc(Cl)sc2Cl)cc1 (configuration not stated)
109	O=C(CSc1nnnn1-c1ccccc1)c1ccc(Cl)c(Cl)c1
59	CC1(C)CC(=O)C(C=Nc2ccc(F)c(F)c2)=C(O)C1
56	O=S(=O)(c1cccc(Cl)c1)N1CCN(c2ccc(Cl)c(Cl)c2)CC1
70&57&61	OC(CCN1CCCC1)(c1ccccc1)C1CCCCC1 (configuration not stated)
63	O=S(=O)(c1ccc2c(c1)OCCO2)N1CCN(c2cnccn2)CC1
55	CC(=O)OC1CCC2(C)C3CC(=O)C4(C)C(CC5OC6(CCC(C)CO6)[C@@H](C)C54)C3CC[C@H]2C1 (some centres not stated)
64	COc1cccc(-c2nc(COC(=O)c3nnn(-c4ccc(Cl)cc4)c3C)c(C)o2)c1OC
54	COc1ccc(/C=C2/NC(=S)NC2=O)c(Cl)c1OC

Looked up by structure from above (three):
RMI-FANCM inh	structure
63	O=S(=O)(c1ccc2c(c1)OCCO2)N1CCN(c2cnccn2)CC1
59	COc1ccc(OCC(O)CNS(=O)(=O)c2cc(Cl)sc2Cl)cc1 (configuration not stated)
70&57&61	OC(CCN1CCCC1)(c1ccccc1)C1CCCCC1 (configuration not stated)

More entries follow:
RMI-FANCM inh	structure
67	CCN(CC)CC(O)CN (configuration not stated)
61	CCOc1c(N2CCN(c3c(OCC)c(=O)c3=O)CC2)c(=O)c1=O
68	CCc1ccc(S(=O)(=O)NCCCn2nc(-c3ccco3)ccc2=O)s1
51	O=c1[nH]c(=O)c2[nH]cnc2[nH]1
70	O=c1c2nc(N3CCCC3)sc2c(-c2ccco2)nn1Cc1cccc(Cl)c1
54	Cc1cc2c(cc1C)CSC(C)(C)SC2
57	COC(=O)C[C@H]1C(C)(C)[C@@H](OC(C)=O)[C@]2(OC(C)=O)CC3=C4CC(=O)O[C@@H](c5ccoc5)[C@]4(C)CCC3[C@@]1(C)C2OC(C)=O (some centres not stated)
59	CS(=O)(=O)c1ccc(N)cc1
52	S=C(NN=C1CCCC1)NC1CC2CCC1C2 (configuration not stated)
52	O=C(Nc1nnc(CS(=O)(=O)c2ccccc2)o1)c1ccc2ncsc2c1

Part of the list above in a different format:
| SMILES | RMI-FANCM inh |
| --- | --- |
| O=c1[nH]c(=O)c2[nH]cnc2[nH]1 | 51 |
| O=c1c2nc(N3CCCC3)sc2c(-c2ccco2)nn1Cc1cccc(Cl)c1 | 70 |
| Cc1cc2c(cc1C)CSC(C)(C)SC2 | 54 |
| COC(=O)C[C@H]1C(C)(C)[C@@H](OC(C)=O)[C@]2(OC(C)=O)CC3=C4CC(=O)O[C@@H](c5ccoc5)[C@]4(C)CCC3[C@@]1(C)C2OC(C)=O (some centres not stated) | 57 |
| CS(=O)(=O)c1ccc(N)cc1 | 59 |
| S=C(NN=C1CCCC1)NC1CC2CCC1C2 (configuration not stated) | 52 |

Going on with the list.
RMI-FANCM inh	structure
39	O=[N+]([O-])c1ccc(C=Nc2ccc(Oc3ccc(Cl)cc3)cc2)s1
76	COc1ccc(NC(=O)CSc2ccc(NC(=O)C3CC3)nn2)cc1OC
52	C=CCn1c(=NC(=O)c2cccc(OC)c2OC)sc2cc(S(C)(=O)=O)ccc21
63	COc1cccc2cc(C(=O)OCCN3CCOCC3)c(=O)oc12
46	O=C(O[C@@H]1Cc2c(O)cc(O)cc2O[C@@H]1c1cc(O)c(=O)c2c(O)c(O)cc([C@H]3Oc4cc(O)cc(O)c4C[C@H]3O)c2c1)c1cc(O)c(O)c(O)c1
67	COc1ccc(NC(=O)C2CCCN(S(C)(=O)=O)C2)cc1 (configuration not stated)
60	C=CCn1c(SCC(=O)N2c3ccccc3Sc3ccccc32)nnc1-c1ccco1
45	O=C(Nc1cc(C(F)(F)F)cc(C(F)(F)F)c1)c1csnn1
57	CCC(=O)N1c2cc(Cl)ccc2-n2c(nn(C(=O)CC)c2=O)N1C(=O)CC
65	CC(C)(C)Sc1ccc2nn(CC(=O)NCc3ccccc3Cl)c(=O)n2n1
55	Cc1nn(-c2ccccc2)c(N)c1C(N)=S
64	CS(=O)(=O)c1ccccc1C(=O)N1CC(=O)Nc2ccccc21
54	O=C(/C=C/c1cccs1)Nc1ccc(N2CCOCC2)c(C(=O)O)c1
71	O=C(Cc1ccc2c(c1)OCO2)N(Cc1ccccc1)c1nc2c(F)cc(F)cc2s1
63	COc1ccc2nc(N(CCN3CCOCC3)C(=O)c3ccccc3S(C)(=O)=O)sc2c1

Printed as active in RMI-FANCM inh (from the list above):
RMI-FANCM inh	structure
22*	O=C(O)c1cc(O)c2c(c1)[C@@H]([C@H]1c3cc(C(=O)O)cc(O)c3C(=O)c3c(O[C@H]4O[C@H](CO)[C@@H](O)[C@H](O)[C@H]4O)cccc31)c1cccc(O[C@H]3O[C@H](CO)[C@@H](O)[C@H](O)[C@H]3O)c1C2=O

Assay outcomes deposited in PubChem by Small Molecule Screening Facility, UW Madison.
